KCNK3 block: human KCNK3 channel inhibition, primary screen | O14649 | CHO-KCNK3 thallium flux, FluxOR fluorescence; hits give low values | B-score at 10 µM | 0.84% of 340,000 active | AID 602410;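 active means B-score under library mean minus 4 SD, starting fluorescence ratio at most library mean plus 5 SD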;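 further: more negative B-score means stronger inhibition of thallium flux through KCNK3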
Target sequence (O14649 whole entry, looked up): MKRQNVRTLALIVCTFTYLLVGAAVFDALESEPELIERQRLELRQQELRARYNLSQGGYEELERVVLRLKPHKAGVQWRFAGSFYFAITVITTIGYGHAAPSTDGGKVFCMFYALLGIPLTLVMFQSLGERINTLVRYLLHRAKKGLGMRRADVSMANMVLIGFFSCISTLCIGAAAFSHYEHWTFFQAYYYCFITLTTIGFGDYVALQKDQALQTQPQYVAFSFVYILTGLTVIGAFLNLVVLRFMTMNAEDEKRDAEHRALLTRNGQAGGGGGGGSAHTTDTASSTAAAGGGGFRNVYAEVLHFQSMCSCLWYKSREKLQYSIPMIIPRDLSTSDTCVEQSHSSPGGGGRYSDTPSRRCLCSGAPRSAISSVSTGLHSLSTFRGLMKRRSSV
ANO1 activ: activators or potentiators of mouse TMEM16A chloride channel; Q8BHY3; HEK293 TMEM16A/YFP-H148Q/I152L, iodide quench fluorescence; hits give low values; B-score at 10 µM; 0.3% of 340,000 active; AID 623877;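 active means fluorescence-ratio B-score plate-corrected deviation score at least 3 library SD below zero, with starting fluorescence score within 5 deviations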;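 further: channel opened by trigger with iodide after compound preincubation; score built on the fluorescence ratio of max minus min over baseline; more negative score means more quench and so TMEM16A activation or potentiation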
* hit, by the source's call; i = inactive.

SMILES	KCNK3 block	ANO1 activ
CCOC(=O)c1sc(NC(=O)C2CSC3(C)CCC(=O)N23)nc1C (configuration not stated)	i	i
COc1cc(N)c(Cl)cc1C(=O)OCC(=O)N1c2ccccc2NC(=O)C1(C)C	i	i
Cc1nc2ccc(N)nc2nc1C	i	i
Cc1ccc(S(C)(=O)=O)cc1C(=O)OCC(=O)N1CCCC1=O	i	i
CC(C)(C)OC(=O)N1CCC(NC(=O)c2ncn(Cc3ccccc3)c2C(=O)NC2CCN(C(=O)OC(C)(C)C)CC2)CC1	i	i
Cc1ccc(NC(=O)CN(C)C(=O)COC(=O)c2oc3ccccc3c2C)cc1	i	i
COc1ccc(/C=C/C(=O)OCC(=O)NC2CCCCCCC2)cc1	i	i
CC1CC(C)C(=NNC(N)=O)C(C(O)CC2CCC(=O)NC2=O)C1 (configuration not stated)	i	i
COc1ccc(/C(O)=C2\C(=O)C(=O)N(CCN3CCOCC3)C2c2ccccc2OC)cc1 (configuration not stated)	i	i
Cc1ccc(OCCNC(=O)c2cccc(S(=O)(=O)N3CCN(C)CC3)c2)cc1	i	i
O=C(O)Cc1ccc(-c2ccccc2)cc1	i	i
CCOc1ncccc1C(=O)OCC(=O)Nc1ccc2c(c1)CCC2	i	i
Cc1ccc(NC(=O)C2=CN3CCS(=O)(=O)N=C3C=C2)cc1	i	i
CCN(CC)C(=O)c1cccc(NC(=O)c2cc(C3CC3)nc3c2cnn3C(C)C)c1	i	i
NC(=O)C1=C(c2ccccc2)c2ccccc2C1=O	i	-6.3*
Cc1nc(N)[nH]c(=O)c1CCCNc1ccc([N+](=O)[O-])cc1	i	i
Cc1ccc(S(=O)(=O)N2CCC(C(=O)NCC(C)(C)N3CCOCC3)CC2)c(C)c1	i	i
COc1ccc(CNC(=O)CN(C)CC(=O)Nc2ccccc2Br)cc1	i	i
COc1ccc(NS(=O)(=O)c2cc(NC(=O)CCNC(C)=O)ccc2N2CCCCC2)cc1	i	i
C#CCOCCOCCOCCNc1nc(N2CCN(C(=O)C([C@@H](C)O)n3cc([C@@H](N)CCCCN)nn3)CC2)nc(N2CCN(C(=O)[C@H](CCCCN)n3cc(CN)nn3)CC2)n1 (some centres not stated)	i	i
C=CC(=O)Nc1ccc(Nc2nc(NC3CCC(N(C)C)CC3)nc3c2ncn3C(C)C)cc1 (configuration not stated)	i	i
CCn1nc(C(=O)NCC2COc3ccccc3O2)c2ccccc2c1=O (configuration not stated)	i	i
CN(C)c1ccnc(Oc2ccccc2)c1C#N	i	i
O=C(Cc1ccccc1)NN=C1CCCC1	i	i
Cc1ccc(NC(=O)CN(C)C(=O)COC(=O)c2ccc(Cl)cc2O)cc1	i	i
(continued)
SMILES	KCNK3 block	ANO1 activ
C[C@H](CO)N1C[C@H](C)[C@@H](CN(C)S(=O)(=O)c2cccs2)Oc2ccc(NC(=O)NC3CCCCC3)cc2C1=O	i	i
CC(C)C(NC(=O)c1ccco1)C(=O)OCC(=O)N1CC(=O)Nc2ccccc21 (configuration not stated)	i	i
CC(=O)c1c(C)[nH]c(C(=O)COC(=O)CN2C(=O)C3CCCCC3C2=O)c1C (configuration not stated)	i	i
CCCNC(=O)C(Cc1ccc(C(F)(F)P(=O)(OCC)OCC)cc1)NC(=O)c1ccc(C#N)cc1 (configuration not stated)	i	i
CCN(C(=O)COC(=O)CCCOc1ccccc1)c1c(N)n(Cc2ccccc2)c(=O)[nH]c1=O	i	i
N#CC1=CC2CN(Cc3ccccc3)C1C1C(=O)N(c3ccccc3)C(=O)C21 (configuration not stated)	i	i
CC(C)(C)OC(=O)C[C@@H]1C/C=C\C[C@H](CC(=O)NCCO)C(=O)N2CCC[C@H]2COC1=O	i	i
Cc1ccccc1Cn1nc(C)c(NC(=O)c2cc3nc(-c4ccco4)cc(C(F)(F)F)n3n2)c1C	i	i
CC(C)CN(C(=O)COC(=O)/C=C/c1ccccc1)C1CCS(=O)(=O)C1 (configuration not stated)	i	i
CCCCNc1ccc2oc(-c3ccc(OC)cc3)c(-c3ccc(OC)c(F)c3)c2c1	i	i
Cc1cc(C(=O)OCC(=O)N2CCc3ccccc32)ccc1[N+](=O)[O-]	i	i
Cc1noc(C)c1NC(=O)N(C)C[C@H]1Oc2ccc(NC(=O)Nc3ccc(C(F)(F)F)cc3)cc2C(=O)N([C@H](C)CO)C[C@@H]1C	i	i
Cc1ccc(C2=NC(=O)/C(=C/c3cc(O)c(O)c(Br)c3)S2)cc1	i	-6*
Cc1ccnc2nc(C(=O)OCC(=O)NC3CCC(C)CC3)nn12 (configuration not stated)	i	i
Cc1ccc(C2/C=C\CC(NC(=O)OCC3c4ccccc4-c4ccccc43)CC(=O)N2Cc2ccccc2)cc1 (configuration not stated)	i	i
O=C(O)C1=C[C@@H](O)[C@@H](O)[C@H](O)C1	i	i
c1ccc2oc(-c3ccc(Nc4nc(N5CCOCC5)nc(N5CCOCC5)n4)cc3)nc2c1	i	i
CN(Cc1ccc(CNC[C@H]2O[C@@H](n3cnc4c(N)ncnc43)[C@H](O)[C@@H]2O)o1)S(C)(=O)=O	i	i
COc1ccc(NS(=O)(=O)c2ccc(NC(=O)c3ccccn3)cc2)cc1	i	i
NC(=O)c1cc[n+](CC(=O)NC(=O)Nc2ccccc2)cc1	i	i
Cc1cc(NC(=O)CSCC(=O)N2CCN(c3cccc(C)c3C)CC2)no1	i	i
CN(Cc1ccccc1)C(=O)c1cccc(NC(=O)C2CCCN(C(=O)OC(C)(C)C)C2)c1 (configuration not stated)	i	i
O=C(NCC(c1ccc(F)cc1)N1CCOCC1)c1ccc(OCc2ccccc2)cc1 (configuration not stated)	i	i
Nn1c(SCC(=O)Nc2ccccc2Oc2ccccc2)nnc1C1CC1	i	i
CCCCN(C(=O)Cc1ccc2c(c1)OCCO2)c1c(N)n(CCC)c(=O)[nH]c1=O	i	i
Carrying on.
SMILES	KCNK3 block	ANO1 activ
O=C(CN(Cc1ccco1)C(=O)c1cccc(F)c1)Nc1ccccc1C(F)(F)F	i	i
CC1(C)O[C@@H](CC(=O)O)[C@]23CO[C@H](C(=O)[C@]4(C)C2CC[C@@]2(C)[C@H](c5ccoc5)OC(=O)C5O[C@]524)[C@@H]13 (some centres not stated)	i	i
O=C1C=C(c2ccc(OC(F)(F)F)cc2)C[C@@H](c2ccc(F)cc2)C1	i	i
Cc1noc(C)c1COc1ccccc1C(=O)NC(C)c1ccc(F)cc1 (configuration not stated)	i	i
Cc1ccc(N(Cc2ccccc2)C(=O)c2cc(S(=O)(=O)N3CCOCC3)ccc2F)cc1	i	i
COc1ccc2sc(-c3ccccc3OC)c(C#CCCO)c2c1	i	i
Cc1cc(SCC(=O)NCCCN2CCCC2=O)nc2ccccc12	i	i
C=C[C@H]1C(O[C@@H]2O[C@H](CO)[C@@H](O)[C@H](O)[C@H]2O)OC=C2C(=O)N3CCc4cc(OC)c(O)cc4[C@H]3C[C@H]21 (some centres not stated)	i	i
CCC(CO)Oc1cc(NC(=O)c2ccccc2Cl)c2ncn(C(C)C)c2c1 (configuration not stated)	i	i
COc1cc(OC)cc(-c2c(-c3cccs3)c3cc(-c4ccc(OC)c(F)c4)ccc3n2C)c1	i	i
COc1ccccc1CNC(=O)COC(=O)c1ccc(C(=O)c2ccccc2)cc1	i	i
CCN(CC(=O)NC1CCS(=O)(=O)C1)C(=O)c1cc(OC)c(OC)c(OC)c1 (configuration not stated)	i	i
C=CCN(Cc1ccc(Cl)s1)C(=O)c1cc(S(=O)(=O)N2CCOCC2)ccc1F	i	i
C=CCN(C(=O)OC(C)(C)C)S(=O)(=O)NCc1ccccc1	i	i
CC(CCl)OC(C)CCl (configuration not stated)	i	i
O=S(=O)(c1cccc(Cl)c1)N1CCSc2ccccc21	i	i
CCOC(=O)C1(Cc2ccccc2)CCCCCC1=O (configuration not stated)	i	i
CS(=O)(=O)N1CCCCC1CCN1CCCCC1 (configuration not stated)	i	i
Cc1ccc(NC(=O)COc2cccc(-n3cnnn3)c2)cc1S(=O)(=O)N1CCOCC1	i	i
O=C(C1COc2ccccc2O1)N1CCN(S(=O)(=O)c2cc(F)ccc2F)CC1 (configuration not stated)	i	i
Cc1c(NC(=O)c2cc(-c3ccc(F)cc3)nc3ccccc23)c(=O)n(-c2ccccc2)n1C	i	i
COCCNCC(=O)Nc1nc(C)cs1	i	i
O=[N+]([O-])c1cc(Br)ccc1NS(=O)(=O)c1ccccc1	i	i
CC(C)(C)c1ccc(C(=O)NC(=O)COC(=O)c2ccc(Br)o2)cc1	i	i
CC1CCCCC12NC(=O)N(CC(=O)Nc1ccc3c(c1)OCCCO3)C2=O (configuration not stated)	i	i
(listing goes on)
SMILES	KCNK3 block	ANO1 activ
O=C(/C=C/c1ccco1)OCC(=O)N1CCCCC1	i	i
COc1ccc(S(=O)(=O)N2CCN(c3cnccn3)CC2)cc1	i	i
COc1cccc(CNC(=O)COC(=O)c2cc(Br)c(Br)s2)c1	i	i
O=C(NCc1ccco1)C1CCN(S(=O)(=O)c2ccccc2C(F)(F)F)CC1	i	i
CN(C)S(=O)(=O)c1ccc(Cl)c(C(=O)NNC(=O)Cc2nc3ccccc3n2C)c1	i	i
COc1ccc(C2=NOC(Cn3nc(-c4ccccc4)cc3C(=O)NCc3cccc(C(F)(F)F)c3)C2)cc1 (configuration not stated)	i	i
O=S(=O)(NCc1ccc(F)cc1)c1cc(Br)ccc1Br	i	i
COc1ccc(C(=O)NCC(=O)NCc2ccncc2)cc1	i	i
CC(=O)C1=C(C)N=c2s/c(=C/c3ccc4c(c3)OCO4)c(=O)n2C1c1ccc(N(C)C)cc1 (configuration not stated)	i	i
O=S(=O)(c1ccccc1C(F)(F)F)N1CCN(c2ncnc3sccc23)CC1	i	i
O=C(c1ccccc1OC(F)F)N1CCN(S(=O)(=O)c2ccc3c(c2)OCCCO3)CC1	i	i
C[C@H](CO)N1C[C@H](C)[C@@H](CN(C)S(=O)(=O)c2cccs2)Oc2c(NC(=O)Nc3ccccc3)cccc2C1=O	i	i
O=C(CN1C(=O)NC2(CCCc3ccccc32)C1=O)NCCc1ccc(F)cc1 (configuration not stated)	i	i
CC(C)Cc1ccc(C(C)/C=C2/CCC(CN3CCCCC3)C2=O)cc1 (configuration not stated)	i	i
CCC1CCCCN1C(=O)COC(=O)c1cc(=O)[nH]c2ccccc12 (configuration not stated)	i	i
CC(C)COc1cccc(C(=O)N(CC(=O)Nc2ccccc2C(F)(F)F)Cc2ccco2)c1	i	i
COc1ccc(Br)cc1S(=O)(=O)NCCc1cccs1	i	i
O=C(C[C@H]1C/C=C\C[C@@H](Cc2ccc(F)cc2)C(=O)O[C@@H](c2ccccc2)CNC1=O)NCCO	i	i
CN(C)c1ccc(S(=O)(=O)N2CCCCC2)cc1NC(=O)C1CSC2(C)CCC(=O)N12 (configuration not stated)	i	i
COc1cccc(N2CCN(C(=O)c3cc4c(s3)CCCCC4)CC2)c1	i	i
CC1C=CC=CC=CC=CC=CC=CC=CC(OC2OC(C)C(O)C(N)C2O)CC2OC(O)(CC(O)CC(O)C(O)CCC(O)CC(O)CC(=O)OC(C)C(C)C1O)CC(O)C2C(=O)O (configuration not stated)	i	i
Cc1noc(NS(=O)(=O)c2ccc(NC(=O)c3ccccc3NS(=O)(=O)c3ccc(F)c(F)c3)cc2)c1C	i	i
Cc1ccccc1NC(=O)Cc1nc(COC(=O)c2cccc(O)c2)cs1	i	i
CCOc1ccc(NC(=O)CN(C)C(=O)c2cc(C3CC3)nn2-c2ccccc2)cc1OCC	i	i
COc1ccc(CN(C)C(=O)C2CC(=O)N(c3ccc4c(c3)OCCO4)C2)c(OC)c1 (configuration not stated)	i	i
Further compounds:
SMILES	KCNK3 block	ANO1 activ
CC(=O)c1ccc(N2CCN(C(C)C(=O)Nc3ccc4c(c3)OCCO4)CC2)cc1 (configuration not stated)	i	i
COc1ccc(C(C)=O)cc1CS(=O)(=O)CC(=O)NCCc1c[nH]c2ccccc12	i	i
O=C(Nc1cccc(S(=O)(=O)N2CCOCC2)c1)c1ccc(Cl)nc1	i	i
O=C(COC(=O)C1CC1)NCCc1ccccc1	i	i
Cc1c(NC(=O)C(C)Sc2nc(N)cc(=O)[nH]2)c(=O)n(-c2ccccc2)n1C (configuration not stated)	i	i
CC(C)CN(C(=O)c1cc(Cl)nc2ccccc12)C1CCS(=O)(=O)C1 (configuration not stated)	i	i
CCCn1c(N)c(N(CCOC)C(=O)CCC2CCCCC2)c(=O)[nH]c1=O	i	i
Cc1cccc(C(=O)NCC(=O)N(C)Cc2nc3ccccc3c(=O)[nH]2)c1	i	i

Part of the list above, with two lines to a compound.
Values run as follows: KCNK3 block	ANO1 activ
O=C(NCC(c1ccc(F)cc1)N1CCOCC1)c1ccc(OCc2ccccc2)cc1 (configuration not stated)
  i	i
Nn1c(SCC(=O)Nc2ccccc2Oc2ccccc2)nnc1C1CC1
  i	i
CCCCN(C(=O)Cc1ccc2c(c1)OCCO2)c1c(N)n(CCC)c(=O)[nH]c1=O
  i	i
O=C(CN(Cc1ccco1)C(=O)c1cccc(F)c1)Nc1ccccc1C(F)(F)F
  i	i

One compound at a time, as listed above. Order of screens: KCNK3 block	ANO1 activ
CC(=O)c1ccc(N2CCN(C(C)C(=O)Nc3ccc4c(c3)OCCO4)CC2)cc1 (configuration not stated) is listed as i	i
O=C(COC(=O)C1CC1)NCCc1ccccc1 is listed as i	i

Filtered by structure: the entries above with a tert-butyl group.
SMILES	KCNK3 block	ANO1 activ
CC(C)(C)OC(=O)N1CCC(NC(=O)c2ncn(Cc3ccccc3)c2C(=O)NC2CCN(C(=O)OC(C)(C)C)CC2)CC1	i	i
CC(C)(C)OC(=O)C[C@@H]1C/C=C\C[C@H](CC(=O)NCCO)C(=O)N2CCC[C@H]2COC1=O	i	i
CN(Cc1ccccc1)C(=O)c1cccc(NC(=O)C2CCCN(C(=O)OC(C)(C)C)C2)c1 (configuration not stated)	i	i
C=CCN(C(=O)OC(C)(C)C)S(=O)(=O)NCc1ccccc1	i	i
CC(C)(C)c1ccc(C(=O)NC(=O)COC(=O)c2ccc(Br)o2)cc1	i	i

Screening data from PubChem.

An excerpt (hit frequency here may not be typical).
